MrgX1 ag = activates human MrgX1 receptor signaling; MrgX1-HEK293 cells, Fluo-4 calcium fluorescence, agonist mode; stronger effect = higher value; Q96LB2; B-score at 10 µM; actives 0.44% (n = 310,000);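 active means calcium response B-score plate-corrected fluorescence ratio at least 3 library SD, with starting fluorescence B-score inside 5 SD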
Target sequence (Q96LB2 whole entry, looked up): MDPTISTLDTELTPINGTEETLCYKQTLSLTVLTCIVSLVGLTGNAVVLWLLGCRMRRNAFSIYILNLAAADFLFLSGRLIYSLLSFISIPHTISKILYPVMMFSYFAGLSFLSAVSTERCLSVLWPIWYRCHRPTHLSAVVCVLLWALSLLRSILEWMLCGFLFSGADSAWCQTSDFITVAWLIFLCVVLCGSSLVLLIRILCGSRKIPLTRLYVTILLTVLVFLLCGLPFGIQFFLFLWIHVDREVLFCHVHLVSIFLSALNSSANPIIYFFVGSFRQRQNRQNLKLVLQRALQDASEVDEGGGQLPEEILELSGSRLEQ
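Material: MrgX1-expressing HEK293 cells; input: 15,000 cells per well; doses: test compound given as first of three sequential additions; schedule: overnight plating before 1 h dye loading; technique: Fluo-4 NW calcium-flux fluorescence, kinetic read; evaluation: baseline-normalised fluorescence change ratio, B-scored; control set: plate-wise positive and negative controls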
TRPC4 block = TRPC4 (mouse) channel inhibition. Q9QUQ5. HEK293 TRPC4beta/mu-opioid, DAMGO-evoked Fluo4 calcium flux; stronger effect = lower value. B-score at 10 µM. actives 0.39% (n = 300,000);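 active means B-score over 3 SD under the library average, no early fluorescence shift, positive overall ratio signal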
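Assay system – HEK293 line stably carrying TRPC4beta and mu-opioid receptor · Doses – single dose · Detection – Fluo4 calcium-dye fluorescence, kinetic read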
TRPC6 activator = activators of mouse TRPC6 channel; Q61143; HEK293-TRPC6 membrane potential dye fluorescence; stronger effect = higher value; B-score at 10 µM; actives 0.13% (n = 310,000);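 active means B-score of the integrated fluorescence ratio above library mean plus 3 SD, and starting fluorescence ratio within library mean plus 5 SD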;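 further: higher score means more depolarization so channel activation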
MrgX1 antagonist = blocks BAM8-22 activation of human MrgX1 receptor | B-score at 10 µM | actives 1.3% (n = 310,000) | MRGX1-HEK293 calcium flux, Fluo-4, BAM8-22 antagonism; stronger effect = lower value | Q96LB2;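 active means calcium-response B-score plate-corrected more than 3 library SD below zero, starting fluorescence within 5 deviations, no agonist response on first addition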;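 further: peak minus trough fluorescence over baseline after final BAM8-22 challenge near maximal dose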
RGS4 act = RGS4 potentiation or activation; HEK293 M3R/inducible RGS4, carbachol calcium flux Fluo4; stronger effect = lower value; B-score at 10 µM; actives 0.92% (n = 310,000);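 active means B-score of the integrated calcium signal more than 4 SD below the library mean, with starting fluorescence not abnormally high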;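 further: negative B-score means reduced calcium response which marks RGS4 activation or potentiation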
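test system = HEK293 cells with stable M3R and inducible RGS4 | schedule = recording 10 s baseline at 1 Hz, 100 s post-agonist | technique = Fluo4-AM (2 µM) calcium-flux fluorescence, kinetic read | measure = Agonist-evoked peak-minus-minimum fluorescence over baseline, integrated ratio, B score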
TRPC6 inh = mouse TRPC6 channel inhibition | Q61143 | HEK293-TRPC6, membrane potential dye, ACh-evoked depolarization; stronger effect = lower value | B-score at 10 µM | actives 1.1% (n = 310,000) | AID 2553;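 active means B-score under library mean minus 3 SD, initial fluorescence not abnormally high, positive integrated signal ratio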;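 further: B-score derived from integrated fluorescence ratio over the kinetic read; more negative B-score means stronger inhibition of depolarization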
SKKanGAS inh = inhibitors of SKKanGAS S. pyogenes growth in kanamycin (SK-promoter or general growth effect); AID 1662; BacTiter-Glo, 6 h; inhibition, % at 7.5 µM; actives 1.3% (n = 300,000);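 active means mean replicate score, as percent of positive control median, at least 50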;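 further: strain carries kanamycin resistance gene driven by streptokinase promoter and grows in 40 µg/ml kanamycin; loss of luminescence reflects streptokinase promoter inhibition or plain growth inhibition; 0% = median of DMSO wells and 100% = positive control at its reference dose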
HIF act = HIF pathway transcriptional activation. AID 1910. U2OS HRE-luciferase reporter, luminescence; normalized: DMSO 0%, desferrioxamine 100%. actives 0.32% (n = 300,000). activation, % at 7.5 µM (by protocol);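 active means mean activation of at least 10% of the iron chelator positive control signal, with at least half of replicates also reaching 10%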
Platelet DG rel = platelet dense granule release activity | human platelet-rich plasma, SFLLRN dense granule ATP release, luminescence | inhibition, %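 (compounds screened at 7.5 µM in platelet-rich plasma)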 | actives 0.22% (n = 300,000);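 active means mean replicate score, as percent of positive control, at or above 50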
MrgX1 PAM = allosterically activates human MrgX1 receptor signaling; AID 588675; B-score at 10 µM; actives 0.63% (n = 310,000); MrgX1-HEK293, Fluo-4 calcium flux, FDSS; stronger effect = higher value;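 active means plate-corrected calcium response at least 3 library SD above typical, normal starting fluorescence, not activating the receptor alone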;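 further: compound read alongside a low EC10 to EC30 dose of BAM8-22 agonist; peak minus trough fluorescence over baseline measured at the second addition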
RGS4 block = inhibitors of human RGS4. actives 0.45% (n = 310,000). HEK293 M3R/RGS4 inducible, Fluo-4 calcium flux; stronger effect = higher value; triggered by carbachol at its EC20. B-score at 10 µM;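 active means B-score, a plate-corrected calcium signal, over three deviations above library mean, with baseline fluorescence within five deviations of library mean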;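 further: RGS4 expression induced by doxycycline in cells with stable M3 receptor; B-score is computed from the integrated fluorescence ratio over baseline after carbachol; higher B-score means a larger calcium signal and so more RGS4 inhibition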
Target sequence (P49798 whole entry, looked up): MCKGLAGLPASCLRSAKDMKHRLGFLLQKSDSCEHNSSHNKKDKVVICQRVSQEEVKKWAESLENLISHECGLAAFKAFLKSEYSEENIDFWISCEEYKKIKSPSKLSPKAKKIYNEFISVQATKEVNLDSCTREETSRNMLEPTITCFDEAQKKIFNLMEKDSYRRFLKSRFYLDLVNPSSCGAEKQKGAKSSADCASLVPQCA
An asterisk follows results filed as active; i = inactive; . = no result given. Rows were taken by chance (roughly 6.1% active in at least one column).

SMILES | MrgX1 ag | TRPC4 block | TRPC6 activator | MrgX1 antagonist | RGS4 act | TRPC6 inh | SKKanGAS inh | HIF act | Platelet DG rel | MrgX1 PAM | RGS4 block
COc1ccccc1N1CCN(C(=O)c2cnn3cccnc23)CC1 | . | i | i | . | i | i | 0 | 0.4 | 3 | . | i
O=c1c2ccccc2nc(-c2ccc(Cl)c(Cl)c2)n1O | 35* | i | i | i | i | i | 37 | -0.3 | -7 | i | i
COC(=O)c1cc(NC(=O)CSc2ncn[nH]2)ccc1Cl | . | i | i | . | i | i | 1 | 0.0 | -4 | . | i
COc1cccc(/C=N/NC(=O)CC2C(=O)NN=C2C)c1O (configuration not stated) | i | i | i | i | i | i | 3 | -0.3 | 0 | i | i
Cc1nn(-c2ccccc2)c(N2CCCC2)c1/C=C1\N=C(c2ccc(F)cc2)OC1=O | i | i | i | i | i | i | 5 | 0.2 | -2 | i | i
Cc1nc(N2CCOCC2)nc(OC(C)C)c1[N+](=O)[O-] | i | i | i | i | i | i | 2 | 0.1 | 5 | i | i
Cn1c(=O)c2cc3c(nc2n(C)c1=O)CC(c1ccccc1)CC3=O (configuration not stated) | i | i | i | i | i | i | 4 | -0.6 | -12 | i | i
CC(=O)C1=C(C)NC(C)=C(C(C)=O)C1c1cn(-c2ccccc2)nc1-c1cccs1 | i | i | i | i | i | i | -7 | -0.2 | 5 | i | i
COc1ccc(-c2cc(C(F)(F)F)nc(SCC(=O)N3CC(C)OC(C)C3)n2)cc1OC (configuration not stated) | . | i | i | . | i | i | -5 | -0.3 | 2 | . | i
CCOC(=O)C1C(c2ccc(O)c(OC)c2)NC(=O)NC1(O)C(F)(F)F (configuration not stated) | i | i | i | i | i | i | -14 | -13 | -4 | i | i
Cc1csc(CN(C)C(=O)CC2C(=O)NCCN2Cc2ccc(Cl)c(F)c2)n1 (configuration not stated) | i | i | i | i | i | i | -9 | -0.3 | -4 | i | i
O=C(CSc1nnc(-c2ccccc2)n1-c1ccc(Cl)cc1)N/N=C/c1ccco1 | i | i | i | i | i | i | -5 | 0.2 | 10 | i | i
COc1ccc(NC(=O)CN(C)C(=O)CCCc2nc3ccccc3s2)cc1 | i | i | i | i | i | i | 29 | 0.9 | 12 | i | i
O=C(NCCc1nc(-c2ccccc2)no1)c1ccco1 | i | i | i | i | i | i | -1 | 0.3 | -6 | i | i
Cc1csc(SCC(=O)NCCc2ccc(Cl)cc2)n1 | i | i | i | i | i | i | 1 | -0.1 | 29 | i | i
Cc1ccc(NC(=O)CCOc2ccccc2)cc1S(=O)(=O)Nc1ccccc1Cl | i | i | i | i | i | i | 7 | -0.6 | 1 | i | i
Cc1cc(C(=O)N2CCCC(N3CCN(c4ccccc4C)CC3)C2)nc(C)n1 (configuration not stated) | i | i | i | i | i | i | 1 | -0.6 | -1 | i | i
C=CCNC(=S)NNc1nc2sc3c(c2c(=O)[nH]1)CC(C)(C)OC3 | i | i | i | i | i | i | -1 | -2.4 | 13 | i | i
CCOC(=O)Cn1ncn(-c2ccc(OC(F)(F)F)cc2)c1=O | i | i | i | i | i | i | -4 | -0.8 | -58 | i | i
Cc1nc2ccccn2c1C(=O)NCc1cccnc1 | i | i | i | i | i | i | -5 | . | -9 | i | i
CN(C)CC(C)(C)CNC(=O)c1cc(Br)cc(Br)c1O | i | i | i | i | i | i | . | 0.0 | 1 | i | i
Cc1cccc(N(CC(=O)NCc2ccco2)C(=O)CCC(=O)Nc2nccs2)c1 | i | i | i | i | i | i | -9 | -0.6 | -3 | i | i
COc1cccc(C(=O)OCC(=O)NCCc2ccccc2)c1OC | i | i | i | i | i | i | 1 | 0.1 | 1 | i | i
Cc1ccc2ccccc2c1NC(=O)Cn1nnc(-c2cccnc2)n1 | i | i | i | i | i | i | -11 | -0.2 | -9 | i | i
C=CCn1c(COc2cccc3cccnc23)nnc1SCC(=O)O | i | i | i | i | i | i | -1 | -0.4 | -1 | i | i

Sorted by count of non-hydrogen atoms (ascending): four of the compounds above.
SMILES | MrgX1 ag | TRPC4 block | TRPC6 activator | MrgX1 antagonist | RGS4 act | TRPC6 inh | SKKanGAS inh | HIF act | Platelet DG rel | MrgX1 PAM | RGS4 block
Cc1csc(SCC(=O)NCCc2ccc(Cl)cc2)n1 | i | i | i | i | i | i | 1 | -0.1 | 29 | i | i
CCOC(=O)Cn1ncn(-c2ccc(OC(F)(F)F)cc2)c1=O | i | i | i | i | i | i | -4 | -0.8 | -58 | i | i
C=CCn1c(COc2cccc3cccnc23)nnc1SCC(=O)O | i | i | i | i | i | i | -1 | -0.4 | -1 | i | i
Cc1ccc2ccccc2c1NC(=O)Cn1nnc(-c2cccnc2)n1 | i | i | i | i | i | i | -11 | -0.2 | -9 | i | i

(next part)
SMILES | MrgX1 ag | TRPC4 block | TRPC6 activator | MrgX1 antagonist | RGS4 act | TRPC6 inh | SKKanGAS inh | HIF act | Platelet DG rel | MrgX1 PAM | RGS4 block
O=C(NCCC1=CCCCC1)C(=O)NCC(c1ccco1)N1CCN(c2ccccc2F)CC1 (configuration not stated) | i | i | i | i | i | i | -4 | -0.2 | -38 | i | i
COc1ccc(C(=O)NC(CCSC)C(=O)N2CCCCCC2)cc1 (configuration not stated) | i | i | i | i | i | i | 1 | -0.6 | -8 | i | i
CCOC(=O)c1ccc(NC(=O)CN2CCc3ccccc3C2)cc1 | i | i | i | i | i | i | 0 | 1.0 | -1 | i | i
O=C(NNC(=S)Nc1ccc(Br)cc1Cl)c1ccco1 | i | i | i | i | i | i | 5 | 2.2 | 24 | i | i
CCOC(=O)c1cccc(NC(=O)CCCn2c(=O)c3cccn3c3cccnc32)c1 | i | i | i | i | i | i | 1 | 0.3 | 24 | i | i
COc1ccc(CCNC(=O)CCCn2c(=O)[nH]c3cc(OC)c(OC)cc3c2=O)cc1OC | i | i | i | i | i | i | -3 | -0.3 | -5 | i | i
O=C(C1=C(O)C(=O)N(CCN2CCOCC2)C1c1cccs1)c1cc2ccccc2o1 (configuration not stated) | i | i | i | i | i | i | 2 | 1.5 | -2 | i | i
C=C(C)CN(CC)C(=O)Cn1cnc2c(oc3ccccc32)c1=O | i | i | i | i | i | i | -5 | -0.1 | 1 | i | i
COCc1cc(C)nc2sc(C(=O)OC)c(N)c12 | i | i | i | i | i | i | -6 | 0.0 | -2 | i | i
CCC(C(=O)Nc1ccc2[nH]ncc2c1)c1ccccc1 (configuration not stated) | i | i | i | i | i | i | 1 | 0.0 | -5 | i | i
COc1ccc(-c2n[nH]c(C)c2-c2ccc(Cl)cc2)c(O)c1OC | i | i | i | i | i | i | 8 | -0.9 | 0 | i | i
COc1ccc(CCC(=O)Nc2cc3c4c(c2)CC(=O)N4CCC3)cc1 | i | i | i | i | i | i | 11 | 1.8 | 10 | i | i
CCOc1ccccc1Nc1nc(-c2sc(NC(=O)c3cccc(Cl)c3)nc2C)cs1 | i | i | i | i | i | i | 17 | 2.2 | 1 | i | i
COC(=O)CNC(=O)C1Cc2ccccc2CN1S(=O)(=O)c1cccs1 (configuration not stated) | i | i | i | i | i | i | -2 | 1.1 | -1 | i | i
O=C(Cn1c(C(=O)N2CCN(C3CCCC3)CC2)cc2sccc21)c1ccccc1 | i | i | i | i | i | i | -11 | -0.5 | 0 | i | i
COc1ccc(NC(=O)c2cc(-c3cccnc3)nc3c(C)c(C)ccc23)c(OC)c1 | i | i | i | i | i | i | 0 | -0.3 | 10 | i | i
c1ccc(Nc2cccc(Nc3ccccc3)c2)cc1 | i | i | i | i | i | i | 1 | -0.8 | 18 | i | i
O=C(NCCCCNC(=O)c1ccccc1Cl)c1ccccc1Cl | i | i | i | i | i | i | 8 | -0.4 | 1 | i | i
COCCNC(=O)c1ccc2c(c1)CCN2S(C)(=O)=O | i | i | i | i | i | i | . | 0.6 | 6 | i | i
O=C(c1ccc(S(=O)(=O)Cc2ccccc2F)c([N+](=O)[O-])c1)N1CCCCCC1 | i | i | i | i | i | i | -5 | -1.1 | 14 | i | i
COc1ccc(C(CCN(Cc2ccc(OC)c(OC)c2)C(C)=O)c2ccccc2)cc1 (configuration not stated) | i | i | i | i | i | i | 3 | -0.2 | -1 | i | i
CC(=O)NS(=O)(=O)c1ccc(NC(=O)CCc2ccccc2)cc1 | i | i | i | i | i | i | -3 | -0.1 | -37 | i | i
Cc1c(C(=O)O)sc2nc3n(c(=O)c12)CCCCC3 | i | i | i | i | i | i | 6 | -1.6 | 5 | i | i
O=C(NCc1ccccc1)c1cc2ccc(O)cc2oc1=O | i | i | i | i | i | i | 11 | 0.6 | 19 | i | i
CCCc1nn2c(=O)cc(CSCC(=O)Nc3cccc(C)c3)nc2s1 | i | i | i | i | i | i | 0 | 0.4 | 7 | i | i
Following part
SMILES | MrgX1 ag | TRPC4 block | TRPC6 activator | MrgX1 antagonist | RGS4 act | TRPC6 inh | SKKanGAS inh | HIF act | Platelet DG rel | MrgX1 PAM | RGS4 block
COCCNC(=O)COC(=O)c1ccc(OCC(=O)Nc2ccccc2OC)c(OC)c1 | i | i | i | i | i | i | 10 | 0.1 | -5 | i | i
COc1cccc(-n2cnc3cccc(N)c32)c1 | i | i | i | i | i | i | 0 | . | 13 | i | i
CC(C)Sc1ncnc2c1cnn2-c1ccccc1 | i | i | i | i | i | i | 12 | 2.1 | 0 | i | i
O=C(NCc1ccco1)C1CC(=O)N(c2cccc(Cl)c2)C1 (configuration not stated) | i | i | i | i | i | i | 1 | 0.2 | 2 | i | i
NS(=O)(=O)c1ccc2nc(NC(=O)c3ccc4c(c3)OCCO4)sc2c1 | i | i | i | i | i | i | -2 | 0.2 | 12 | i | i
CC1CCC(C(C)C)C(OCC(O)CN2CCOCC2)C1 (configuration not stated) | i | i | i | i | i | i | 1 | -0.3 | 3 | i | i
Cc1c(C(=O)OCC(=O)Nc2c(C)n(C)n(-c3ccccc3)c2=O)oc2ccccc12 | i | i | i | i | i | i | 3 | 0.0 | 1 | i | i
CCOCC(=O)Nc1cc(OC)c(Cl)cc1OC | i | i | i | i | i | i | -4 | -25 | 0 | i | i
CCCS(=O)(=O)N1CCN(CC2CC=CCC2)CC1 (configuration not stated) | i | i | i | i | i | i | 4 | 0.0 | 1 | i | i

Screening data: PubChem, several laboratories
